M4 PAM: human M4 muscarinic receptor positive allosteric modulators, primary screen, CHO-K1 cells, Fluo-8 calcium fluorescence; Muscarinic acetylcholine receptor M4 (Homo sapiens), P08173; CHO-K1 hM4/Gqi5, ACh EC20; 0% = ACh EC20, 100% = maximal ACh; activation, % at 3 µM; 360,000 compounds, 0.4% hits; AID 624126, 2012;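 active means activation above its plate's cutoff, the mean activation of sample wells plus 3 SD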; further: some results filed as inactive read as strong as hits
Target sequence (P08173 whole entry, looked up): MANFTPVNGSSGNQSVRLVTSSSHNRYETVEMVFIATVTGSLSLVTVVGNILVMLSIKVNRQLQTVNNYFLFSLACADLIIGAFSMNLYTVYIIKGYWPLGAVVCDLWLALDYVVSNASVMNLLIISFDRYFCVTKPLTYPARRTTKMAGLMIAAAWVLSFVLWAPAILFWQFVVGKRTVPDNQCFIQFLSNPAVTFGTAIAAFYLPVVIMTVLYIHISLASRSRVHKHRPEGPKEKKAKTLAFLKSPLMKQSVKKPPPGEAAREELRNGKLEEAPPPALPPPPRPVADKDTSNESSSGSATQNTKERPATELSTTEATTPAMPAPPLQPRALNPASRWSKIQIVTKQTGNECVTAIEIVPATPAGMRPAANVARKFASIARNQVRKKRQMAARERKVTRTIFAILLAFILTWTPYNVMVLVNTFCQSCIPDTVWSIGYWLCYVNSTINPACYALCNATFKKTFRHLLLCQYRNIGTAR
M5 ag: human M5 muscarinic receptor agonists, primary screen, CHO-K1 cells, Fluo-8 calcium fluorescence; Muscarinic acetylcholine receptor M5 (Homo sapiens), P08912; CHO-K1 hM5 cells; 0% DMSO wells, 100% maximal acetylcholine response; activation, % at 3 µM; 360,000 compounds, 0.19% hits;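 active means activation above the run's mean over test compounds plus 3 SD, cut at about 23% in these data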;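 further: signal is peak over basal fluorescence ratio across the kinetic read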
Target sequence (P08912 whole entry, looked up): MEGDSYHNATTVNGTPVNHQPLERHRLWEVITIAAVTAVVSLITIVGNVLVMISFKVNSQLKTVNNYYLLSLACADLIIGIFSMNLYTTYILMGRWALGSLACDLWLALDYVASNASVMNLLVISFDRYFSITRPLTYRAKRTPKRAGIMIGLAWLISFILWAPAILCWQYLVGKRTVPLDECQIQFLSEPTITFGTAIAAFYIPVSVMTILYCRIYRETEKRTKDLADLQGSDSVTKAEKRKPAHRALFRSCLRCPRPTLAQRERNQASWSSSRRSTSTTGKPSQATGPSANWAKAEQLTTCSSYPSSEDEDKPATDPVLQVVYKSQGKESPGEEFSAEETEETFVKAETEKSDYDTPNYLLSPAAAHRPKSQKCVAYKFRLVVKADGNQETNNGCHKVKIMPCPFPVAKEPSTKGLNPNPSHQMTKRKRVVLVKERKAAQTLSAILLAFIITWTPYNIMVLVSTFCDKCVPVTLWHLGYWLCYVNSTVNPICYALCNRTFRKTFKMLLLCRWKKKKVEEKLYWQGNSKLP
CHO-K1 Ca antag: counter-screen for M1 antagonists: effect in parental CHO-K1 cells. ATP-induced calcium, Fluo-8 fluorescence. inhibition, % at 3 µM. 360,000 compounds, 0.6% hits;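 active means inhibition above a per-plate cutoff, the plate's mean sample inhibition plus 3 SD, cut at about 24% in these data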;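 further: 0% = DMSO plus EC80 ATP and 100% = DMSO alone without ATP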
M4 antag: human M4 muscarinic receptor antagonists, primary screen, CHO cells, Fluo-8 calcium fluorescence | Muscarinic acetylcholine receptor M4 (Homo sapiens), P08173 | CHO-hM4 cells, ACh EC80 | inhibition, % at 3 µM | 360,000 compounds, 0.73% hits;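 active means inhibition above its plate's cutoff, the mean inhibition of sample wells plus 3 SD, cut at about 27% in these data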;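 further: 0% = acetylcholine EC80 with DMSO and 100% = DMSO without agonist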
CHO-K1 Ca PAM: nonselective calcium activators in parental CHO-K1 cells, primary screen, counter-screen for M1 PAM project, cell-based, Fluo-8 calcium fluorescence, full deck, 1536-well; activation, % at 3 µM; ATP EC20; 0% at ATP EC20, 100% at ATP max; 360,000 compounds, 0.02% hits;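 active means activation above the run cutoff, the mean activation of all test compounds plus 3 SD, cut at about 40% in these data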;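 further: peak over basal fluorescence ratio in a 140 s read after ATP addition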
M5 antag: human M5 muscarinic receptor antagonists, primary screen, CHO cells, Fluo-8 calcium fluorescence; 360,000 compounds, 0.59% hits; CHO-hM5 cells, ACh EC80; inhibition, % at 3 µM; Muscarinic acetylcholine receptor M5 (Homo sapiens), P08912;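 active means inhibition above a per-plate cutoff, the mean of that plate's test compounds plus 3 SD, cut at about 27% in these data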;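 further: 0% = acetylcholine EC80 with DMSO and 100% = DMSO without agonist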
CHRM4 agonist: human M4 muscarinic receptor agonists, primary screen, CHO-K1 cells, Fluo-8 calcium fluorescence | Muscarinic acetylcholine receptor M4 (Homo sapiens), P08173 | CHO-K1 hM4/Gqi5; vehicle 0%, full acetylcholine response 100% | activation, % at 3 µM | 360,000 compounds, 0.14% hits;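 active means activation above the run mean over all test wells plus 3 SD, cut at about 32% in these data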;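 further: peak over basal fluorescence ratio per well then scaled between controls; 0% = DMSO wells and 100% = acetylcholine at EC100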
M5 PAM: human M5 muscarinic receptor positive allosteric modulators, primary screen, CHO-K1 cells, Fluo-8 calcium fluorescence; CHO-K1 hM5, ACh EC20 PAM; 0% = ACh EC20, 100% = ACh EC100; AID 624038, 2012; activation, % at 3 µM; 360,000 compounds, 0.3% hits;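 active means activation above the run cutoff, the mean activation of all test compounds plus 3 SD, cut at about 18% in these data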
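Assay system: CHO-K1 hM5 cells / Incubation: Fluo-8 loading 80 min at 37 °C plus 30 min room temperature / Technique: Fluo-8 calcium dye fluorescence, kinetic read / Repeats: single replicate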
M1 ag parental: counter-screen for M1 agonists: effect in parental CHO-K1 cells. Fluo-8 calcium fluorescence; scaled to maximal ATP response, vehicle zero. activation, % at 3 µM. 360,000 compounds, 0.48% hits; in the data active means activation above about 15%;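 further: untransfected CHO-K1 host cells lacking M1 receptor as counterscreen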
* hit, by the source's call.

1: Cc1cccc(Cc2ncc(C(F)(F)F)cc2Cl)c1
2: CCn1cc(C(=O)N(CCC(C)C)c2c(N)n(Cc3ccccc3)c(=O)[nH]c2=O)c(=O)c2ccc(C)nc21
3: Cc1coc2c1c(C)cc1oc(=O)c(CC(=O)N[C@@H](CC(C)C)C(=O)O)c(C)c12
4: COc1cc(OC)cc(C2=Cc3ccccc3C(CC(C)=O)N2c2ccc(C#CC3(O)CCCCC3)cc2)c1 (centres undefined)
5: COc1ccc(O)c(/C=N/n2c(-c3ccco3)csc2=Nc2cccnc2)c1
6: CCN(CC)C(=S)Oc1ccc(Cl)cc1Cl

assay / compound,1,2,3,4,5,6
CHRM4 agonist,0,0,0,3,3,-1
M5 PAM,0,-5,-4,-3,-7,5
M4 PAM,-2,-4,-3,4,-5,-4
CHO-K1 Ca antag,-15,-1,-1,-19,28*,-5
M5 antag,18,15,11,4,7,-6
M4 antag,7,1,-3,-3,3,4
M1 ag parental,0.7,-0.3,-0.8,1.9,0.3,0.1
M5 ag,-2,1,4,-1,-1,1
CHO-K1 Ca PAM,16,1,-9,30,-15,11

7: CCOC(=O)c1ccc(NC(=O)CCc2nc(-c3cccc(C)c3)no2)cc1
8: CCc1ccccc1-n1c(SCC(=O)c2c(N)n(C3CC3)c(=O)[nH]c2=O)nnc1N1CCOCC1
9: COc1ccc(C2CC(c3cccs3)=NN2C(=O)COC(=O)c2cncc(Br)c2)cc1OC (centres undefined)
10: O=c1c(C/C=C/c2ccccc2)c(O)ccn1Cc1cccc(Cl)c1
11: Cc1nn(-c2ncc(C(F)(F)F)cc2Cl)c(=O)n1-c1ccccc1F
12: Cc1ccc(OCC(=O)NC(=S)Nc2ccc3c4c(cccc24)CC3)cc1

assay / compound,7,8,9,10,11,12
CHRM4 agonist,7,-1,2,1,1,1
M5 PAM,-26,-1,6,-6,9,8
M4 PAM,-9,3,-4,-11,5,-1
CHO-K1 Ca antag,7,-22,3,-2,-21,-10
M5 antag,11,11,-8,8,3,-10
M4 antag,9,2,-4,2,3,-4
M1 ag parental,5.7,0.3,0.4,0.8,0.9,2.0
M5 ag,-8,2,2,-5,0,1
CHO-K1 Ca PAM,7,19,2,-2,12,8

2 entries from above, with tabs:
#	Structure	CHRM4 agonist	M5 PAM	M4 PAM	CHO-K1 Ca antag	M5 antag	M4 antag	M1 ag parental	M5 ag	CHO-K1 Ca PAM
10	O=c1c(C/C=C/c2ccccc2)c(O)ccn1Cc1cccc(Cl)c1	1	-6	-11	-2	8	2	0.8	-5	-2
11	Cc1nn(-c2ncc(C(F)(F)F)cc2Cl)c(=O)n1-c1ccccc1F	1	9	5	-21	3	3	0.9	0	12

Further entries
13: COc1cc2c(cc1OC)C(C)N(C(=O)c1cc3ccccc3o1)CC2 (centres undefined)
14: COc1ccc(C)cc1C1=CC(=O)C[C@H](c2ccc(F)cc2)C1
15: COc1cccc(-c2sc3ccccc3c2-c2ccc(OCCN3CCCCC3)cc2)c1
16: C/C(=N/Oc1nc(C)cc(C)n1)c1ccc(Br)cc1
17: COc1ccc(C=C(C(=O)c2ccccc2)c2ccccc2)cc1
18: O=S(=O)(NCc1cccnc1)c1cccn1-c1ncc(C(F)(F)F)cc1Cl

assay / compound,13,14,15,16,17,18
CHRM4 agonist,5,-1,5,3,-1,6
M5 PAM,-2,-4,-1,-1,-14,-9
M4 PAM,1,0,9,14,-4,-9
CHO-K1 Ca antag,-18,-12,-5,-14,-3,-3
M5 antag,4,1,15,8,4,7
M4 antag,-3,-1,34*,-15,5,2
M1 ag parental,2.8,-0.3,4.4,0.5,1.1,6.1
M5 ag,2,1,-5,-4,-3,3
CHO-K1 Ca PAM,18,8,24,12,20,18

19: O=C1Nc2ccc(Br)cc2C12NNc1ccccc1O2 (centres undefined)
20: Cc1ccc(N(CC(=O)N2CCCCCC2)S(C)(=O)=O)cc1Cl
21: Cn1c(SCC(=O)NC2(C#N)CCCCC2)nnc1-c1cccnc1
22: COc1ccc(-c2nc(CS(=O)CC(=O)NC3CCCCC3C)c(C)o2)cc1OC (centres undefined)
23: CCCCN(C=O)c1c(CC)nc2ccc(C(=O)NCc3ccccc3OC)cn12
24: CC(NC(=O)CNC(=O)C(Cc1ccccc1)NC(=O)OCc1ccccc1)C(N)=O (centres undefined)

assay / compound,19,20,21,22,23,24
CHRM4 agonist,24,0,1,0,4,1
M5 PAM,-13,-5,-4,-1,-4,11
M4 PAM,-6,-8,1,0,-7,-1
CHO-K1 Ca antag,15,-16,1,-19,-4,-4
M5 antag,31*,16,2,8,-9,-1
M4 antag,21,3,0,3,-14,-6
M1 ag parental,5.2,1.0,0.3,0.7,1.4,-0.1
M5 ag,22,-10,-2,-1,-1,-2
CHO-K1 Ca PAM,-4,17,-1,-1,-1,4

25: O=C(Nc1cccnc1)c1ccccc1NS(=O)(=O)c1ccc(F)cc1
26: Cc1ccc(-c2cc(C(=O)NN3CCOCC3)c3cc(Br)ccc3n2)o1
27: CC1(C)CC(=O)c2sc(NS(=O)(=O)c3ccc([N+](=O)[O-])cc3)nc2C1
28: Cc1ccc(S(=O)(=O)N2CCN(S(=O)(=O)N3CCC(C)CC3)CC2)cc1C
29: O=C(COC(=O)CNC(=O)c1ccccc1)NCCNC(=O)COC(=O)CNC(=O)c1ccccc1
30: COc1c(C)cccc1C(=O)Nc1ccc(N2CCN(C(=O)c3ccccc3C)CC2)cc1

assay / compound,25,26,27,28,29,30
CHRM4 agonist,18,1,1,0,3,19
M5 PAM,-15,-1,-4,0,3,-16
M4 PAM,-16,3,-1,-2,7,-12
CHO-K1 Ca antag,-3,-8,-8,-15,-17,14
M5 antag,14,7,-6,5,-2,4
M4 antag,4,1,4,10,-5,6
M1 ag parental,13,0.7,0.6,0.5,0.4,7.5
M5 ag,8,3,-3,-3,2,4
CHO-K1 Ca PAM,0,14,21,10,17,-26

Shown as a hit in M5 antag, among the entries above:
#	structure	CHRM4 agonist	M5 PAM	M4 PAM	M5 antag	M4 antag	M5 ag
19	O=C1Nc2ccc(Br)cc2C12NNc1ccccc1O2 (centres undefined)	24	-13	-6	31*	21	22

(continued)
31: CCc1c(C)nc(N)nc1OCC(F)(F)C(F)F
32: CCN(CC)S(=O)(=O)c1ccc(OC)c(NC(=S)Nc2ccc(C)c(C)c2)c1
33: CCCCOc1c(Cl)cc(C(=O)N(C)CC(=O)Nc2ccc(N3CCOCC3)cc2)cc1OCC
34: CCS(=O)(=O)Nc1ccc(Cc2ccncc2)cc1
35: CCOC(=O)CNC(=O)Cn1cnc2c(oc3ccccc32)c1=O
36: CC(C)(C)OC(=O)NCCCCCc1nnc(SCc2ccc(F)cc2)o1

assay / compound,31,32,33,34,35,36
CHRM4 agonist,2,0,1,2,1,8
M5 PAM,3,-4,-3,-7,4,-8
M4 PAM,1,10,-1,4,2,-10
CHO-K1 Ca antag,-18,-2,-2,-15,-3,-3
M5 antag,-3,-2,8,-2,-11,3
M4 antag,-4,-17,7,2,-2,-9
M1 ag parental,3.1,-0.3,3.7,1.6,1.3,5.1
M5 ag,2,-4,-2,-11,-2,0
CHO-K1 Ca PAM,21,6,18,20,6,2

The closing two compounds of the section above lead into the next.
35: CCOC(=O)CNC(=O)Cn1cnc2c(oc3ccccc32)c1=O
36: CC(C)(C)OC(=O)NCCCCCc1nnc(SCc2ccc(F)cc2)o1
37: CCC(C)NCCOCCOc1ccc(C)cc1Br (centres undefined)
38: c1ccc(-c2cn3nc(-c4ccccc4)cnc3n2)cc1
39: COc1cc(O)c(C(=O)CC(=O)c2ccncc2)c(OC)c1
40: COc1ccc(-c2oc3c(c2C(=O)OCCO)C(OCCCO)CCC3)cc1 (centres undefined)
41: COc1ccc(OC)c(NC(=O)c2[nH]c(C)c(C(C)=O)c2C)c1
42: O=C(CSc1nncs1)Nc1ccc2c(c1)OCCO2

assay / compound,35,36,37,38,39,40,41,42
CHRM4 agonist,1,8,2,1,1,1,1,1
M5 PAM,4,-8,-5,-4,4,1,-1,3
M4 PAM,2,-10,-7,-1,6,3,-2,6
CHO-K1 Ca antag,-3,-3,-3,-1,5,-5,-12,8
M5 antag,-11,3,9,6,10,-3,0,1
M4 antag,-2,-9,-11,7,-9,1,10,-7
M1 ag parental,1.3,5.1,0.3,0.0,-0.4,0.0,0.7,0.0
M5 ag,-2,0,-5,0,1,4,-2,-2
CHO-K1 Ca PAM,6,2,15,15,-17,-3,20,5

43: Cc1ccc2c(c1)nnn2C1CCN(C(=O)Nc2ccccc2C)CC1
44: CCC(=O)c1c[nH]c(C(=O)NCc2cccs2)c1
45: CN(CCC#N)C(=O)CSc1nc2scc(-c3ccccc3)c2c(=O)[nH]1
46: Cc1cc(C)cc(N2C(=O)CC(Sc3ncn[nH]3)C2=O)c1 (centres undefined)
47: COc1ccc(C(=O)O/N=C(\N)c2ccc(OC)c(OC)c2)c(OC)c1
48: Nc1nonc1C(=O)N/N=C/c1ccc(Br)o1
49: Cc1ccc(S(=O)(=O)/N=C(\CSC(N)=O)Nc2ccccc2)cc1
50: N#Cc1cccc(S(=O)(=O)NCC(=O)NCc2ccc3c(c2)OCO3)c1

assay / compound,43,44,45,46,47,48,49,50
CHRM4 agonist,1,1,2,1,8,4,0,1
M5 PAM,-3,6,-2,-2,-3,-4,-8,7
M4 PAM,-3,13,-1,0,0,0,3,2
CHO-K1 Ca antag,9,-12,-5,-6,-18,-8,-11,-12
M5 antag,-4,-2,-5,-7,0,17,0,-3
M4 antag,1,3,-8,0,-3,8,-7,7
M1 ag parental,0.4,1.7,2.6,0.6,4.1,1.1,0.8,0.8
M5 ag,-6,6,1,-2,-3,0,-7,2
CHO-K1 Ca PAM,-3,18,15,7,23,16,20,12

Source: PubChem
